Screens from PubChem.
Runt-CBFb FRET = inhibitors of RUNX1 Runt–CBFb binding, primary screen, biochemical, FRET, Cerulean-Runt, Venus-CBFb, uHTS | Cerulean-Runt/Venus-CBFb FRET ratio 530/480, 1 h | inhibition, % at 20 µM | actives 0.46% (n = 220,000);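 active = inhibition over about 50% at 20 µM in the single-dose screen, limit read from the data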;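 also: 0% = DMSO wells and 100% = excess unlabeled CBFb competitor control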
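Reagent – Venus-CBFb binding partner, 100 nM · Assay system – Cerulean-tagged RUNX1 Runt domain (FRET donor) fusion protein · Input – 100 nM per protein · Incubation – two 1 h room-temperature incubations shielded from light · Measured by – FRET fluorescence · Medium – Tris buffer pH 7.5 with salts and BSA · Benchmarks – unlabeled CBFb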
EBV gp42 block = Epstein-Barr virus gp42 inhibitors, primary screen, biochemical, uHTS, fluorescence polarization | Glycoprotein 42 (Epstein-Barr virus (strain AG876)), Q1HVG2 | actives 0.42% (n = 220,000) | AID 1085, 2008 | inhibition, % (tested at 21.74 µM) | Fluorescence polarization binding assay, mP read-out; in the data active = inhibition above about 50%
Target sequence (Q1HVG2 whole entry, looked up): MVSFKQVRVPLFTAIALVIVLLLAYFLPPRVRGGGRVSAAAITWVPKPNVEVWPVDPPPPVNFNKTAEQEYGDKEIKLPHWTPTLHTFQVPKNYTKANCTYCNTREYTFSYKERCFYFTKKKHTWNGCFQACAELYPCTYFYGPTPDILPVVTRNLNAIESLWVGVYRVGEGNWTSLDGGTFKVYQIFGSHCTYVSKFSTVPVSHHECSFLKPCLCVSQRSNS
zVAD death inh = inhibitors of zVAD-triggered necroptosis, primary screen, L929 cells. L929 zVAD necroptosis rescue, ATP luminescence, 24 h; with zVAD 60 µM. viability rescue, % at 10 µM. actives 0.38% (n = 220,000);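 active = activation, scaled between plate controls, above about 75%, limit read from the data; inactive = activation under that limit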;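 also: 0% = zVAD with DMSO and 100% = DMSO alone without zVAD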
Runt-SMMHC FRET = inhibitors of RUNX1 Runt–CBFb-SMMHC binding, primary screen, biochemical, FRET, Cerulean-Runt, Venus-CBFb-SMMHC, uHTS. actives 0.74% (n = 220,000). inhibition, % at 20 µM. Cerulean-Runt/Venus-CBFb-SMMHC FRET ratio 530/480, 1 h;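 active = mean inhibition across duplicate retests at 20 µM reaching about 50%, limit read from the data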;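 also: 0% = DMSO wells and 100% = wells with excess untagged CBFb-SMMHC; inhibitors lower the FRET ratio by blocking Runt binding to CBFb-SMMHC; some results filed as inactive read as strong as hits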
Tb hexokinase = Trypanosoma brucei hexokinase 1 inhibitors, primary screen, biochemical, G6PDH-coupled NADH absorbance, MLSCN library; recombinant TbHK1, G6PDH-coupled NADH A340; inhibition, % at 10 µM; actives 0.11% (n = 220,000);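 active = inhibition of 50% or more in the single-dose primary screen; inactive = inhibition below 50%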
Mdm2 ligase inh = MDM2-luciferase reporter signal enhancers, primary screen, MDM2 E3 ligase inhibitor project, cell-based, luminescence, 1536-well. E3 ubiquitin-protein ligase Mdm2 (Homo sapiens), Q00987. cell-based MDM2 ubiquitination luciferase reporter, 2 h; 0 = plate control, 100 = twice control, blank-subtracted. actives 0.11% (n = 210,000). signal enhancement, % at 5 µM;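 active = signal enhancement of 30% or more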;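 also: luminescence tracks abundance of the self-degrading MDM2-luciferase fusion protein; higher signal means inhibition of MDM2 E3 ligase activity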
Target sequence (Q00987 whole entry, looked up, the tested form may be a part): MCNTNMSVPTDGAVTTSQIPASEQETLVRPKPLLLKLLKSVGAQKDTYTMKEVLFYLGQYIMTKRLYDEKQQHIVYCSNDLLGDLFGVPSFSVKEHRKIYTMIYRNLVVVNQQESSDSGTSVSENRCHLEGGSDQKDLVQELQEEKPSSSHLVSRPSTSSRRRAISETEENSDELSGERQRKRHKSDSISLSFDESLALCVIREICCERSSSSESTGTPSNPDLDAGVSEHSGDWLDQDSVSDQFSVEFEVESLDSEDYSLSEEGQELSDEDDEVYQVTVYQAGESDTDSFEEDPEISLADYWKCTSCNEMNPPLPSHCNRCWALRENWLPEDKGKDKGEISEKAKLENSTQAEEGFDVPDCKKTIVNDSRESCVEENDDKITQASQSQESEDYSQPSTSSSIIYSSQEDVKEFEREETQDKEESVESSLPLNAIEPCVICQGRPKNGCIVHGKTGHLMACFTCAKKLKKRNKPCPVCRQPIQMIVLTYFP
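Assay system: stable mammalian line carrying autodegrading MDM2–luciferase fusion reporter; amount: 2000 cells seeded into each well; buffer or medium: DMEM; benchmarks: plate control and blank wells; signal: luciferase luminescence; timing: 2 h compound exposure at 37 °C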
14-3-3 Bad inh = inhibitors of 14-3-3 zeta/Bad binding, primary screen, biochemical, TR-FRET, bovine 14-3-3 zeta | 14-3-3 protein zeta/delta (Bos taurus), P63103 | TR-FRET 14-3-3zeta/Dy647-pBad peptide displacement, 1 h | inhibition, % at 21.7 µM | actives 0.71% (n = 220,000) | AID 781, 2007;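 active = inhibition above about 70%, limit read from the data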;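 also: 0% = full 14-3-3 plus peptide FRET controls and 100% = background without 14-3-3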
Target sequence (P63103 whole entry, looked up): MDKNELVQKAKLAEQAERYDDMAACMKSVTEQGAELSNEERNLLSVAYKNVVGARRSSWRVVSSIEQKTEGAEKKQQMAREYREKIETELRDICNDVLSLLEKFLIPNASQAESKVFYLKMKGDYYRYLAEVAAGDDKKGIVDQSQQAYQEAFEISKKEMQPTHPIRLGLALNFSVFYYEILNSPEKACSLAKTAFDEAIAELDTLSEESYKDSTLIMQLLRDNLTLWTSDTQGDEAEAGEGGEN
Hck Nef HTS = inhibitors of Nef-activated human Hck kinase, primary screen, biochemical, Z-Lyte FRET, 384-well, Hck-YEEI; Recombinant Hck-YEEI plus Nef, Z-Lyte FRET kinase assay; Tyrosine-protein kinase HCK (Homo sapiens), P08631; actives 0.68% (n = 220,000); inhibition, % at 20 µM;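 active = Hck-Nef kinase inhibition above about 50%, limit read from the data; inactive = inhibition below that limit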;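 also: 0% = DMSO with Hck plus Nef and 100% = Hck alone without Nef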
p47phox inh = p47phox/p22phox peptide binding inhibitors, primary screen, biochemical, uHTS, NADPH oxidase regulatory subunit | Neutrophil cytosol factor 1 (Homo sapiens), P14598 | fluorescence polarization, 2 h | AID 1274, 2008 | actives 0.53% (n = 220,000) | inhibition, % at 24.7 µM;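 active = inhibition above about 30%, limit read from the data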;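 also: 0% = p47phox with labelled peptide and 100% = labelled peptide alone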
* marks the source's active call; other numbers are inactive results; x = no result given; & = joins results of further samples; [ ] = dose if it differs, or a comment. An unsorted share of the library. Share with any hit: about 3.2%.

no. | structure | Runt-CBFb FRET | EBV gp42 block | zVAD death inh | Runt-SMMHC FRET | Tb hexokinase | Mdm2 ligase inh | 14-3-3 Bad inh | Hck Nef HTS | p47phox inh
1 | C=C(Br)Cn1c(CC)nc2ccccc21 | 0 | 7 | 0.0 | -2 | 0 | -17 | 9 | -3 | -1
2 | CCc1c(C)sc(NC(=S)Nc2nc(C)cc(C)n2)c1C(=O)OC | -12 | -6 | -0.3 | 0 | -8 | -20 | -14 | -8 | -15
3 | OCCNc1nc(Nc2ccc(O)cc2)nc2ccccc12 | -1 | 5 | 1.7 | 0 | -14 | x | 2 | -5 | -8
4 | O=C(CCCC(=O)N(CC(=O)NC1CCCC1)C1CCCC1)Nc1ccccn1 | 0 | -15 | -0.4 | 0 | -3 | -3 | 1 | 0 | -21
5 | CC(=O)NC(CSC(CC(=O)c1ccco1)c1ccc(C)cc1)C(=O)O (stereo not given) | -2 | -7 | 0.7 | 1 | -19 | -8 | -4 | -4 | -5
6 | CC(C)(C)n1nnnc1C(c1cc2cc3c(cc2[nH]c1=O)OCO3)N1CCN(c2ccccc2)CC1 (stereo not given) | 3 | -10 | 0.5 | -30 | -14 | 7 | -2 | 5 | 4
7 | OCCC1CN(Cc2cccc(C(F)(F)F)c2)CCN1Cc1ccccc1 (stereo not given) | -4 | -6 | 0.6 | 0 | -7 | -4 | -5 | -4 | 1
8 | CC1CN(S(=O)(=O)c2ccc(C(=O)Nc3nc(-c4cc5ccccc5o4)cs3)cc2)CC(C)O1 (stereo not given) | -6 | -3 | 0.4 | -5 | -33 | -13 | 16 | 8 | -3

In the list so far, 3 contain sulfur.
no. | structure | Runt-CBFb FRET | EBV gp42 block | zVAD death inh | Runt-SMMHC FRET | Tb hexokinase | Mdm2 ligase inh | 14-3-3 Bad inh | Hck Nef HTS | p47phox inh
2 | CCc1c(C)sc(NC(=S)Nc2nc(C)cc(C)n2)c1C(=O)OC | -12 | -6 | -0.3 | 0 | -8 | -20 | -14 | -8 | -15
5 | CC(=O)NC(CSC(CC(=O)c1ccco1)c1ccc(C)cc1)C(=O)O (stereo not given) | -2 | -7 | 0.7 | 1 | -19 | -8 | -4 | -4 | -5
8 | CC1CN(S(=O)(=O)c2ccc(C(=O)Nc3nc(-c4cc5ccccc5o4)cs3)cc2)CC(C)O1 (stereo not given) | -6 | -3 | 0.4 | -5 | -33 | -13 | 16 | 8 | -3

3 compounds from above with just Runt-SMMHC FRET, Runt-CBFb FRET and p47phox inh:
item | molecule | Runt-SMMHC FRET | Runt-CBFb FRET | p47phox inh
2 | CCc1c(C)sc(NC(=S)Nc2nc(C)cc(C)n2)c1C(=O)OC | 0 | -12 | -15
8 | CC1CN(S(=O)(=O)c2ccc(C(=O)Nc3nc(-c4cc5ccccc5o4)cs3)cc2)CC(C)O1 (stereo not given) | -5 | -6 | -3
4 | O=C(CCCC(=O)N(CC(=O)NC1CCCC1)C1CCCC1)Nc1ccccn1 | 0 | 0 | -21

Next part:
no. | structure | Runt-CBFb FRET | EBV gp42 block | zVAD death inh | Runt-SMMHC FRET | Tb hexokinase | Mdm2 ligase inh | 14-3-3 Bad inh | Hck Nef HTS | p47phox inh
9 | CCCn1c(N2CCN(C(=O)NCc3ccccc3)CC2)nc2ccccc21 | 1 | -9 | -0.4 | 2 | -4 | x | 0 | 29 | -4
10 | CCOC(=O)c1c(C)n(C)c2ccc(OC(=O)c3ccco3)cc12 | -2 | -7 | 0.1 | 0 | 2 | -6 | 6 | -1 | -15
11 | COc1ccc(C(=O)CN2C(=O)COc3ccccc32)cc1 | -1 | -3 | 4.5 | -2 | -6 | 7 | 2 | 19 | 1
12 | CCc1cccc(NC(=S)N(CCOC)C(C)c2ccco2)c1 (stereo not given) | -1 | 12 | 0.2 | -2 | 6 | x | 4 | 15 | -6
13 | CCc1ccc(NC(=O)NCCN2CCc3ccccc3C2)cc1 | -2 | -9 | 0.3 | 5 | 3 | -8 | -3 | 0 | -6
14 | O=Cc1c(N2CCOCC2)nc2ccccn2c1=O | 1 | -6 | 2.4 | 3 | -17 | 7 | -16 | 21 | -9
15 | N#C/C(=N\Nc1cccc2ccccc12)c1nnc2n1CCCCC2 | -5 | -86 | -0.1 | 64 | -3 | -22 | 0 | 0 | -5
16 | Cc1ccc[n+](/C(C(=S)NCc2ccco2)=C(/[O-])c2ccccc2Cl)c1 | 9 | 10 | -0.5 | -7 | -7 | -1 | 4 | 2 | -1
17 | COc1cc(-c2cc(OC)c3c(C)oc(C)c3c(=O)c2)ccc1O | 11 | 10 | 14 | 1 | -13 | -16 | -2[fluorescence artefact?] | 1 | -10
18 | Cc1ccc(C)c(NC(=O)C(=O)NCCc2c[nH]c3ccccc23)c1 | 1 | -10 | 6.8 | 0 | -3 | 22 | -12 | 20 | -6
19 | COc1ccc(NCc2nnc(SCC(=O)Nc3cc(C)cc(C)c3)o2)cc1 | 1 | -2 | 0.0 | -2 | 0 | 9 | -6 | 0 | -5
20 | Cc1ccc(C)c(OCCSc2nnc(-c3cccnc3)n2N)c1 | -4 | -13 | 0.9 | 0 | -2 | 4 | -20[fluorescence artefact?] | -1 | -10
21 | CC(C)(C)c1ccc(C(=O)C2CCCN(C(=O)C3CCOCC3)C2)cc1 (stereo not given) | x | -12 | 18 | x | 0 | -28 | -10 | 20 | -1
22 | Cc1ccccc1Nc1scc(-c2ccc(Cl)cc2)[n+]1-c1ccccc1C | -1 | 3 | -0.1 | 0 | 1 | 0 | 1 | 21 | -1
23 | CCCCN(CCCC)NC(=O)c1ccccc1 | -2 | 5 | 2.4 | 0 | -3 | -12 | -2 | -5 | -3
24 | CC1Cc2ccccc2N1C(=O)c1cc2c(=O)n3ccccc3nc2n1C (stereo not given) | 0 | -21 | 0.9 | 4 | -25 | -17 | 3 | 12 | -10
25 | COc1cc(Nc2ccc(C(=O)O)cc2[N+](=O)[O-])cc(OC)c1 | -4 | 6 | x | -3 | -1 | -16 | 8 | -1 | 2
26 | Cc1cc(C)n(C(CC(=O)O)C(=O)O)n1 (stereo not given) | -4 | -15 | 4.4 | -2 | 0 | 7 | 26 | -1 | -2
27 | C=C(C)CSc1nnc(CCNC(=O)OC(C)(C)C)o1 | 0 | -11 | -0.2 | 1 | 3 | -9 | 6 | -1 | -13
28 | COc1ccc(C(C)=O)cc1COC(=O)c1cnc(C)cn1 | -2 | -7 | -0.1 | -1 | 4 | -2 | -1 | -1 | -4
29 | COC(=O)c1nn(-c2ccc(Oc3ccccc3)cc2)c(=O)cc1O | 1 | 0 | 1.2 | 0 | -5 | -19 | 2 | 24 | -4
30 | O=C(Nc1cc2c(cc1Br)OCCCO2)c1ccccc1 | 0 | -6 | x | -4 | 2 | -7 | -3[fluorescence artefact?] | -4 | -5
31 | Nn1c(=O)[nH]c2ccccc2c1=O | 1 | -13 | 1.3 | -2 | -3 | 9 | -8 | 16 | -4
32 | CCCCOc1ccc(C2C(C(=O)c3ccc(C)o3)=C(O)C(=O)N2CC2CCCO2)cc1 (stereo not given) | -10 | -11 | 0.9 | 2 | 41 | -1 | -19 | 2 | -2
33 | COCCN1C=C2C(=O)C(C)(OC(=O)C3CCCC3)C(=O)C=C2C=C1c1ccsc1 (stereo not given) | 2 | -20 | 0.3 | 16 | -32 | 28 | -5 | 19 | 1
34 | CS(=O)(=O)N(CC(=O)NCc1ccc(Cl)cc1)C1CCCCC1 | 1 | -10 | 0.2 | -1 | 0 | x | 8 | 7 | -9
35 | COc1ccc(/C=C/C(=O)N(C)c2ccccc2C(=O)O)cc1 | 0 | -5 | 5.5 | -8 | -20 | -2 | -18 | 26 | -4
36 | Cc1ccc2nc(SCC(=O)NCc3ccco3)[nH]c2c1 | 2 | -22 | -0.2 | -1 | 1 | -19 | 0 | -15 | -9
37 | COc1ccc([N+](=O)[O-])cc1NCc1ccccc1C | -5 | -16 | 0.5 | -13 | 2 | 4 | 59[fluorescence artefact?] | 3 | -2
38 | CCCS(=O)(=O)Nc1cccc(-c2nc3cccnc3s2)c1 | 0 | 3 | 3.7 | -3 | 3 | -2 | 2 | -4 | 0
39 | CC(C)(C)c1cc(-c2ccccc2)n[nH]1 | 0 | -20 | 2.9 | 0 | -4 | -9 | -1 | 8 | 1
40 | Cc1nn(-c2ccccc2)c2c1C(c1ccc([N+](=O)[O-])cc1)C(C#N)=C(N)O2 (stereo not given) | 1 | -12 | 1.1 | 5 | -24 | -1 | -3 | 3 | -13
41 | COc1ccc(NC(=O)CN(C)C(=O)c2ccc(C)s2)cc1 | 0 | -11 | 0.4 | 2 | -1 | 1 | 24 | 0 | -9
42 | O=C(C1=C[C@H](C2CC2)C[C@H](OCc2ccc(CO)cc2)O1)N1CCN(Cc2ccc3c(c2)OCO3)CC1 | 1 | -8 | -1.0 | 1 | -6 | x | 3 | -3 | -10
43 | Cc1ccc(NC(=O)Nc2ccccc2CC[N+](=O)[O-])cc1 | -1 | -10 | -0.1 | -5 | 1 | -9 | -2 | 28 | -5
44 | COc1ccc(S(=O)(=O)N(C)CC(=O)Nc2cccc(C(C)=O)c2)cc1Cl | -2 | -10 | -0.7 | 1 | -3 | -6 | 10 | 1 | -13
45 | O=C(Nc1nc(-c2ccccn2)cs1)c1cc(Cl)ccc1[N+](=O)[O-] | 14 | -2 | 31 | 10 | -7 | 24 | -14 | 12 | -11
46 | CCOC(=O)c1c(C)nc2sc(C(=O)Nc3ccc(OC)cc3)c(N)c2c1-c1ccc(OC)cc1 | -38 | -9 | 0.0 | -75 | -31 | -2 | -11[fluorescence artefact?] | 6 | -3
47 | CCCCCCCCCCCCCCCCn1cc[n+](C)c1 | -2&-4 | 8&14 | 6.0&4.9 | -2&0 | 21&31 | -30&-20 | 95* | 2&3 | 102*
48 | CCS(=O)(=O)N1CCN(c2cnn(-c3ccccc3)c(=O)c2Cl)CC1 | 5 | -17 | 2.7 | -8 | -8 | -5 | -3 | -4 | 14
